Source: PubChem
NR2E3 ag-1: inhibitors of NR2E3-RetCOR corepressor binding, primary screen, NR2E3 agonist project, biochemical, TR-FRET, GST-NR2E3, biotin-RetCOR; inhibition of corepressor binding, % at 4.78 µM; Photoreceptor-specific nuclear receptor (Homo sapiens), Q9Y5X4; 1536-well; AID 2300, 2010; actives 0.12% (n = 320,000);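 active = percent inhibition above the cutoff of mean plus 3 SD of all tested compounds, set per screening campaign, cut at about 20% in these data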;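 note: 0% = DMSO wells and 100% = biotin wells as full block of FRET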
Target sequence (Q9Y5X4 whole entry, looked up): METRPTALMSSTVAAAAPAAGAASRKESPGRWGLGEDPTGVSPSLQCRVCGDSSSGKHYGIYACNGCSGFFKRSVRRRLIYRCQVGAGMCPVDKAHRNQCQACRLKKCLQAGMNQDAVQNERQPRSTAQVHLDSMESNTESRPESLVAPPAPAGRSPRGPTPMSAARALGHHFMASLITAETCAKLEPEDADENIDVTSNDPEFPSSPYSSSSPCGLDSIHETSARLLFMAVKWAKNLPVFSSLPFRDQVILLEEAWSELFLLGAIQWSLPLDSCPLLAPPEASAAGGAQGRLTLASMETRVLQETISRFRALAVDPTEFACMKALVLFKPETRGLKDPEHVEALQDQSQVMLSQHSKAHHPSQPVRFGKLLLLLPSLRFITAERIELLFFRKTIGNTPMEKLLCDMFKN
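System: GST-NR2E3 and biotin-RetCOR proteins; probe or stimulus: 7 nM biotin-RetCOR; doses: compound at 4.8 µM, single dose; schedule: Compound–protein incubation for 5 h at 4 °C; detection: time-resolved FRET; read-out: percent inhibition; controls: biotin wells as high control, 0.6% DMSO wells as low control; format: 1536-well plates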
MITF TRPM1 inh: inhibitors of MITF-dependent TRPM1 promoter reporter, primary screen, cell-based, SK-MEL-5, single point, luciferase. SK-MEL-5 TRPM1 promoter luciferase, 24 h. inhibition, % at 12.5 µM. actives 0.83% (n = 330,000);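 active = mean inhibition across replicates of 60% or more, whatever share of single replicates reaches that level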; note: values of inactives mirror those of a sister screen read the other way
TROY signal inh: inhibitors of TROY-driven NF-kB signaling, primary screen, Q293 LMP1-TROYcd cells, NF-kB luciferase, uHTS. Q293 LMP1-TROYcd NF-kB luciferase reporter, 4 h. inhibition, % at 10 µM. actives 0.98% (n = 360,000);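 active = compounds whose plate-normalised and pattern-corrected inhibition of the luciferase reporter signal at the single screening dose is 50% or more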
KKLEB cytotox: cytotoxicity in KKLEB CF airway cells, primary screen, cytotoxicity control for CF NF-kB inhibitor project, cell-based, uHTS, fluorescence assay plates | activity change (cytotoxicity), % at 5 µM | AID 602141, 2011 | KKLEB CF airway cells viability, ATPlite luminescence, overnight; active compounds read low; cells stimulated with P. aeruginosa culture filtrate | actives 0.36% (n = 360,000);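 active = corrected activity change at or below -50% at 5 µM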
Shn3 inh set2: reduction of Shn3 3'UTR firefly luciferase signal, primary screen, Schnurri-3 inhibitor project, cell-based, Clone20 osteoblasts, set 2; Clone20 osteoblast Shn3 3'UTR firefly luciferase, 24 h; inhibition, % at 12.5 µM; actives 0.52% (n = 360,000); AID 588674, 2011;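 active = mean inhibition of at least 75% with every replicate also reaching 75%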;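 note: 0% = median of neutral control wells and 100% = pilot-screen positive control compound; some compounds past the cut are filed as inactive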
CF NFkB block: inhibitors of PAF-induced NF-kB signaling, primary screen, cell-based, GFP fluorescence, uHTS; inhibition, % at 5 µM; KKLEB NF-kB-GFP reporter, GFP fluorescence overnight; actives 0.86% (n = 360,000);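 active = at least 50% inhibition at 5 µM, scaled per plate between neutral and stimulator controls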;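 note: PAF is a Pseudomonas aeruginosa culture filtrate used as stimulus; plate controls were PAF-stimulated DMSO wells for no effect and unstimulated DMSO wells for full effect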
TWEAK Fn14 block: inhibitors of TWEAK-Fn14 signaling, primary screen, luciferase reporter cells, uHTS; actives 2% (n = 360,000); AID 1159606, 2016; TWEAK-stimulated Fn14 reporter cells, luciferase luminescence, 8 h; inhibition, % at 10 µM; in the data active = inhibition above about 50%
NR2E3 ag-2: NR2E3 agonists in two-hybrid cells, primary screen, cell-based, luminescence, CHO-S, Gal4-NCOR/VP16-NR2E3; luciferase; inhibition of corepressor binding, % at 3.98 µM; actives 0.35% (n = 360,000); AID 602229, 2012;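 active = inhibition above the mean of all tested compounds plus 3 SD, cut at about 70% in these data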;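 note: 0% = DMSO with NR2E3 transfected cells and 100% = cells lacking NR2E3 construct; higher means lower luciferase signal from less NR2E3 corepressor binding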
Peg3 prom inh: Peg3 promoter-driven luciferase inhibitors, primary screen, cell-based, HeLa, luciferase luminescence. HeLa PEG-Prom luciferase reporter, overnight. inhibition, % at 20 µM. actives 1.7% (n = 360,000);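 active = inhibition of at least 50% at 20 µM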
C8 TRAIL sens: viability loss with TRAIL in NB7+C8 cells, primary screen, TRAIL sensitizer project, cell-based, ATPlite luminescence | inhibition (viability loss, TRAIL sensitization), % at 10 µM | actives 1% (n = 360,000);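 active = compounds causing at least 50% loss of cell viability in the single-dose screen, relative to plate controls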
HIF-2a inh: HIF-2a reporter inhibitors, primary screen, luminescence, 786-0 RCC cells | 786-0 RCC cells HIF-2a reporter, luciferase luminescence, overnight | inhibition, % at 18.8 µM | actives 0.72% (n = 360,000) | AID 624352, 2012;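 active = inhibition of the luminescence signal of 40% or more relative to plate controls, in a single-dose primary screen at 18.75 µM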
The depositor's hits bear a star; x = no result given. Some of the compounds tested; the hit share may differ from the screen's.

compound,Shn3 inh set2,C8 TRAIL sens,NR2E3 ag-2,KKLEB cytotox,HIF-2a inh,CF NFkB block,TWEAK Fn14 block,MITF TRPM1 inh,TROY signal inh,NR2E3 ag-1,Peg3 prom inh
CCOc1ccc(C(=O)NCCC(=O)NCCCC(=O)O)cc1,3,-7,3,10,2,-16,4,2,-7,-2,-88
Cc1cc(C)c(CC(=O)c2ccccc2)c(C)c1,-23,-5,-1,5,-13,0,-2,-13,0,x,-4
COc1ccc(C(=O)N/C(=C\c2ccc(Cl)cc2)C(=O)NCC2CCCO2)cc1 (stereo not given),-26,-2,18,17,9,-9,15,1,3,2,6
Cc1ccc(-c2csc(NC(=O)c3cc([N+](=O)[O-])ccc3N3CCOCC3)n2)cc1,-17,10,-18,-16,-7,21,-27,3,26,1,-6
CCC(C)(C)c1nnc(NC(=O)C2CCN(C(=O)c3ccco3)CC2)s1,18,19,-21,8,11,-7,1,12,2,0,3
CN(C)c1ccc(-c2nn3c(C4CCCCC4)nnc3s2)cc1,15,-9,9,-5,-24,6,-22,8,27,2,10
O=C(Nc1ccccc1C(=O)O)c1cc(S(=O)(=O)N2CCCCC2)cs1,-8,2,-21,-3,-10,-5,-21,9,-8,1,2
CN1C(=O)CSc2ccc(NC(=O)NCc3ccccc3)cc21,13,-5,20,-21,16,11,-33,11,9,1,-7
Cc1ccc(C)c(NC(=O)c2ccc3c(c2)CCN3S(C)(=O)=O)c1,13,-2,-5,4,-27,-15,-19,x,-26,x,-36
C=CCn1c(SCC(=O)Nc2ccc(C(=O)O)cc2)nc2scc(-c3ccccc3)c2c1=O,75,-4,-12,5,4,-22,0,14,8,x,1
CCOC(=O)Cc1nnc(NC(=O)CSc2ncc(-c3ccccc3)nn2)s1,11,-3,-13,-4,20,9,11,0,10,-4,13
Cc1cc(-c2n[nH]c(=S)n2/N=C/c2ccco2)n[nH]1,6,8,-4,-14,20,18,5,-14,2,-2,12
COc1ccc(-n2c(COc3ccc(C)cc3)nnc2SCc2ccc(C#N)cc2)cc1,-10,10,-2,3,16,-15,8,5,23,-2,18
O=C(NC1CCSc2ccccc21)c1ccccc1F (stereo not given),-7,2,-29,-7,-55,7,-7,-15,-9,-2,-55
Cc1cc(C)c2nc(N3CCN(C)CC3)c(C#N)cc2c1,14,-18,-28,-3,-16,-10,-32,-19,-7,1,-30
O=C(O)c1ccc(Cl)c(NC(=O)C2CCN(S(=O)(=O)c3cccs3)CC2)c1,-23,2,19,-1,9,-20,-38,x,21,x,10
Cc1cccc(NC(=O)CN2C(=O)C(C)Oc3ccccc32)n1 (stereo not given),-38,-3,7,0,7,-14,0,-1,3,5,8
CCC(CC)c1nnc(NC(=O)c2cc(-c3ccccc3)nc3ccccc23)s1,6,-15,3,-7,7,-1,9,5,15,2,-11
S=c1[nH]nc(CCSCc2ccccc2)n1-c1ccccc1,-15,4,4,10,6,6,4,8,-5,-1,-2
CC(C)(C)OC(=O)N1Cc2ccccc2C[C@H]1C(=O)NC1CCCC1,9,-11,-11,-4,16,4,11,-1,-1,x,-1
Cc1ccccc1NC(=O)Cc1nc(COC(=O)CCNS(=O)(=O)c2ccccc2)cs1,-7,17,-4,21,4,2,-6,19,6,-2,1
Cc1ccc(C(=O)c2cc([N+](=O)[O-])ccc2N2CCOCC2)cc1C,-15,5,-34,-21,24,12,17,10,10,3,40
CC(=O)c1ccc(NC(=S)NCCCn2ccnc2)cc1,-15,8,1,6,-7,-18,-26,9,0,-2,-15
CN(Cc1ccccc1)S(=O)(=O)c1ccc(NC(=O)C2CCCO2)cc1 (stereo not given),4,-2,-16,10,-14,-9,6,7,-7,1,-1
CC1=C(C(=O)OCc2ccccc2)C(c2cccc(Br)c2)NC(=O)N1 (stereo not given),14,-1,9,-1,22,7,16,1,5,2,21
O=S(=O)(NCc1cccnc1)c1ccc(Cl)c2ccccc12,2,-7,0,6,7,-8,25,-7,-7,2,20
CCOC(=O)C1=C(CN2CCOCC2)NC(=O)NC1c1cccc([N+](=O)[O-])c1 (stereo not given),7,-28,-3,7,12,-8,14,1,-6,3,23
Cc1ccc(C(=O)O/N=C(\N)c2ccc(C(F)(F)F)cn2)cc1,-72,-1,-66,0,-145,2,-20,-40,-27,1,-145
O=C(NC1=NCCS1)c1ccc(Cl)cc1,-86,7,-73,11,-261,1,-25,-46,-31,2,-293
O=C1C=CC(=O)N1Cc1cccnc1,-11,-5,-39,2,-5,-8,-3,-2,1,x,6
COc1ccc(CCC(=O)NCCNC(=O)CCc2ccc(OC)cc2)cc1,-6,-4,-39,9,12,-7,14,6,1,1,3
CCOc1ncccc1C(=O)OCc1ccc(Cl)cc1,-7,-4,-25,2,13,9,-1,5,-14,1,-7
COc1cc(CNc2ccc3[nH]c(=O)[nH]c3c2)ccc1OCc1ccccc1C,-75,-5,-91,8,-230,-32,-10,-69,-42,1,-155
COc1cccc(C2C(C#N)=C(N)N(N(C)C)C3=C2C(=O)CCC3)c1 (stereo not given),-8,-9,-5,4,7,-3,4,10,-1,-1,2
Cc1onc(-c2ccccc2)c1NC(=O)Nc1ccc(OC(F)F)cc1,-9,9,-2,-2,33,-9,12,x,-10,-1,9
C[C@]12CC[C@H](O)C[C@@H]1CC[C@@H]1[C@@H]2CC[C@@]2(C)[C@H]1CCC(=O)[C@]21CCCO1,-1,17,-10,8,2,-10,21,4,8,x,3
Cc1[nH]c2ccccc2c1SCCNC(=O)c1ccc(Br)o1,-3,-16,-4,-6,19,12,19,-4,22,1,-2
COCCN=C1Sc2nc3ccc(C)cc3cc2CN1Cc1ccco1,13,1,-133,-1,-138,-5,4,-25,7,0,-112
COc1ccccc1C1CC(c2ccco2)=NN1S(C)(=O)=O (stereo not given),8,-4,-11,1,11,1,11,8,3,1,4
COCC(=O)N(Cc1nc2ccccc2c(=O)[nH]1)Cc1cccs1,5,0,20,8,10,-19,4,8,6,2,16

Next part; it opens with the 3 that closed the last part.
compound,Shn3 inh set2,C8 TRAIL sens,NR2E3 ag-2,KKLEB cytotox,HIF-2a inh,CF NFkB block,TWEAK Fn14 block,MITF TRPM1 inh,TROY signal inh,NR2E3 ag-1,Peg3 prom inh
COCCN=C1Sc2nc3ccc(C)cc3cc2CN1Cc1ccco1,13,1,-133,-1,-138,-5,4,-25,7,0,-112
COc1ccccc1C1CC(c2ccco2)=NN1S(C)(=O)=O (stereo not given),8,-4,-11,1,11,1,11,8,3,1,4
COCC(=O)N(Cc1nc2ccccc2c(=O)[nH]1)Cc1cccs1,5,0,20,8,10,-19,4,8,6,2,16
CC(C)(O)CNC(=O)C(Cc1ccccc1)N1C(=O)c2ccccc2C1=O (stereo not given),7,4,-2,7,8,-4,2,2,-6,1,8
COc1ccc(S(=O)(=O)Nc2cccc3c2O[C@H](CN(C)S(=O)(=O)c2ccc(F)cc2)[C@H](C)CN([C@H](C)CO)C3=O)cc1,-13,4,-8,0,17,23,2,14,2,x,9
O=C(c1ccc(F)cc1)n1ccc(-c2cnc(-c3ccccc3)s2)n1,x,43,-119,0,-215,0,33,-69,-30,-3,-212
CC1(C)Cc2cccc(OCC(=O)OCC(=O)NCc3ccc(F)cc3)c2O1,-16,-6,-24,9,4,-13,9,1,-7,3,-15
CNC(=S)NNc1ccccc1[N+](=O)[O-],-14,-13,-27,-2,-5,-11,13,13,32,2,0
CC(C)(C)CNc1cc(N2CCCC2)ccc1[N+](=O)[O-],4,2,20,5,10,12,3,2,17,0,24
O=C(NCc1ccccn1)C(=O)NCC1OCCN1S(=O)(=O)c1ccc(F)cc1 (stereo not given),18,9,-43,-21,7,1,4,-1,-5,1,0
CCCCCN(C(=O)CCC(=O)OCC(=O)c1ccc(CCC)cc1)c1c(N)n(CCCC)c(=O)[nH]c1=O,3,-6,-2,-10,-6,3,3,9,-27,3,9
CCOC(=O)N1CCN(S(=O)(=O)c2cccs2)CC1,14,-5,-9,0,1,-1,1,9,-12,0,-86
Nc1cnc(CNc2ccccc2Cl)cn1,-9,9,-1,6,-80,0,-18,-21,-62,2,-86
CN(C(=O)c1ccc(Br)o1)C1CCS(=O)(=O)C1 (stereo not given),0,-11,-19,-14,8,0,-14,-10,-9,-1,-1
COc1ccc(S(=O)(=O)N2CCCC(C(=O)Nc3ccc(OC)c(OC)c3)C2)cc1 (stereo not given),24,-3,-10,19,18,5,7,0,10,1,19
O=C1c2ccccc2C(c2nnnn2-c2ccc3c(c2)OCCO3)N1CCCN1CCOCC1 (stereo not given),x,-12,3,x,-25,x,3,x,-7,x,x
COc1ccccc1NC(=O)NC1(C(=O)NCC2CCCO2)CCCCC1 (stereo not given),-26,-9,-19,-11,5,1,-13,-1,-19,4,7
O=C1C=C(O)CC(c2ccc(Cl)c(Cl)c2)C1 (stereo not given),-3,-14,-28,5,8,-10,16,-2,-4,2,6
CCCn1c(N)c(N(CCOC)C(=O)c2ccc(C#N)cc2)c(=O)[nH]c1=O,3,-1,-6,0,1,0,19,1,7,-2,17
CC(C)c1ccc(CNC(=O)C2CC(=O)N(C3CCCCC3)C2)cc1 (stereo not given),11,-10,-12,-2,8,7,-21,2,-2,4,3
C=CCNC(=O)NC(=O)COC(=O)/C=C/c1cccc([N+](=O)[O-])c1,5,16,-13,13,22,-11,-3,12,-12,1,37
COc1cc(NC(=O)CSc2nnc3ccc(-c4ccncc4)nn23)cc(OC)c1,-7,-4,-11,3,10,-7,7,-1,0,-4,16
O=C1CSc2ccc(C(=O)NCC(c3ccco3)N3CCCCC3)cc2N1 (stereo not given),-43,-6,-1,0,13,-1,-7,-9,11,3,9
CC(=O)Nc1ccc(NC(=O)c2c(C)nc3ccccn23)cc1,8,13,-13,0,-17,-7,-9,-5,-6,2,-18
Cc1nnc(SCC(=O)Nc2sc3c(c2C#N)CCCCC3)n1N,-7,-2,7,-3,-73,9,22,-17,12,1,-54
